hcGAS inh: blocks human cGAS activity; Q8N884; recombinant h-cGAS, ATP depletion, Kinase-Glo luminescence; inhibition, % at 12.5 µM; 290,000 tested, 0.081% active; AID 1259398;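 note: 0% = vehicle reaction and 100% = reaction without DNA for no activity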
Target sequence (Q8N884 whole entry, looked up): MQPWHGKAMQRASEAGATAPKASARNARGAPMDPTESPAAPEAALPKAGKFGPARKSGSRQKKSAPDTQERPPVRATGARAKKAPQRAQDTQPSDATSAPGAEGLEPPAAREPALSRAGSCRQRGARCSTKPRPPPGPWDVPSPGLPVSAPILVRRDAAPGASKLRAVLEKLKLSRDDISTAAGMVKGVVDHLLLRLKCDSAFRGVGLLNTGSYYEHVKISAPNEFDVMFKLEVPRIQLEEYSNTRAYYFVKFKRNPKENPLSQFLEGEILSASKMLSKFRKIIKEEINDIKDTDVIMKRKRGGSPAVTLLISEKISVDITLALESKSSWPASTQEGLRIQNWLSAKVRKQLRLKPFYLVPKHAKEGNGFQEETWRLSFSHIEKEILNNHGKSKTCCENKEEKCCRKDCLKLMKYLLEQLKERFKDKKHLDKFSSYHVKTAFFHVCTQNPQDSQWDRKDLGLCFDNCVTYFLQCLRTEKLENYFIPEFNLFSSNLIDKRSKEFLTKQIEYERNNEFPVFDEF
mcGAS lum: inhibitors of mouse cGAS; Q8C6L5; recombinant cGAS, Kinase-Glo ATP depletion luminescence; inhibition, % at 12.5 µM; 160,000 tested, 0.15% active; AID 1259399;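 note: 0% = negative control wells and 100% = reference inhibitor with no enzyme activity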
NPYLR7 agonist: activates Aedes aegypti NPYLR7 receptor | HEK293T NPYLR7/Galpha15, GCaMP6s calcium fluorescence | activation, % at 10 µM | 270,000 tested, 0.15% active; in the data active = activation above about 40%;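 note: 0% = vehicle and 100% = reference agonist at the receptor; some compounds past the cut are filed as inactive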
* hit, by the source's call; . = no result given. Cut-off read from the data, not from the text of the source, unless noted: active = inhibition above about 40%; inactive = the rest.

Molecule | hcGAS inh | mcGAS lum | NPYLR7 agonist
Cc1ccc(C(=O)N2C(C(=O)NCc3ccccn3)COC23CCN(C(=O)C2CC2)CC3)cc1 (configuration not stated) | -2 | 0 | 5
COc1cccc(CSc2nnc(CNC(=O)c3cc(C(F)(F)F)cc(C(F)(F)F)c3)n2-c2ccc(C)cc2)c1 | -2 | -5 | 24
CN1CCC(N(C)S(=O)(=O)c2cc(C(=O)O)c(Cl)cc2Cl)CC1 | 4 | -4 | 7
CC1CCCN(Cc2nc3c(c(=O)n(C)c(=O)n3C)n2CC(=O)c2ccccc2)C1 (configuration not stated) | -9 | . | 1
CCc1nn(-c2ccc(F)cc2)c(N2CCN(C(C)C)CC2)c1CN(CC(C)C)C(=O)C1C[C@H]1c1ccccc1 (some centres not stated) | -2 | -8 | 30
COc1nc2ccccc2cc1-c1cncc(C(N)=O)c1 | -1 | . | 5
N#CC=CN1CCN(C(c2ccccc2)c2ccccc2)CC1 | -8 | -5 | 0
O=C(Nc1ccc(Cl)cc1)c1cnn2c1NC(c1ccco1)CC2C(F)(F)F (configuration not stated) | 1 | -4 | -7
Cc1cc(Cl)ccc1OC(C)c1nnc(SCc2nccn2Cc2ccccc2)o1 (configuration not stated) | 2 | 3 | 22
CCN(CC)c1ccc2cc(C(=O)Nc3ccccc3)c(=N)oc2c1 | -4 | -6 | -5
CSc1ncc(CNCc2c(F)cccc2Cl)c(N2CCN(c3ccccc3F)CC2)n1 | -2 | -2 | 16
COc1cccc(OCc2ccccc2)c1C(=O)N1CCN(c2ccc(C(C)=O)cc2)CC1 | -5 | . | -13
COc1ccc(-c2csc(=Nc3ccc(F)cc3)n2CC2CCCO2)cc1 (configuration not stated) | -10 | -3 | -6
CCc1cccc(NC(=O)N(CC(=O)N(CCc2c[nH]c3ccccc23)Cc2ccc(F)cc2)C2CC2)c1 | -5 | -5 | 30
COc1cccc(N2CCN(C(=O)c3ccco3)C(C)C2=O)c1 (configuration not stated) | -7 | -3 | 13

(further entries)
Molecule | hcGAS inh | mcGAS lum | NPYLR7 agonist
CCc1cc(N2CCN(C(C)C)CC2)nc(N(C)C)n1 | 2 | 4 | .
COc1cccc2ccc(CN3C[C@@H]4C[C@H]3C(=O)N4c3ccccc3F)nc12 | -1 | . | 12
CCOC(=O)c1cnc2c(C#N)cccc2c1Nc1ccc(Cl)cc1 | 0 | 0 | 1
Cc1nc(SCC(=O)N(C(C)C)C(C)C)n(CC(C)C)c1C | -3 | . | 6
Cc1ccc(NC(=O)CC(=O)N(C)Cc2cn[nH]c2-c2ccc(F)cc2)c(C)c1 | -4 | -19 | -1
CN(C)c1nc2c(c(NCCCCc3ccccn3)n1)CCNC2 | -6 | . | 2
CC(=O)Nc1ccc(S(=O)(=O)NCc2ccc3c(c2)cc(C)n3C)cc1 | 1 | . | -2
Cc1cccc(NC(=O)CSc2nnc(CNC(=O)c3ccco3)n2-c2ccc(F)cc2)c1 | -9 | -3 | -4
CC1=C(C(=O)OC2CCCCCC2)C(c2ccc(Cl)c(Cl)c2)NC(=O)N1C (configuration not stated) | -6 | -5 | -2
COc1cc(C2C(C(=O)OC(C)C)=C(C)NC3=C2C(=O)CCC3)cc(OC)c1OC (configuration not stated) | -5 | -3 | 4
O=C(Nc1ccc([N+](=O)[O-])cc1)c1c(O)c2ccccc2[nH]c1=O | -5 | -6 | 0
CC(NC(=O)c1cc(Cl)ccc1F)c1ccc(S(C)(=O)=O)cc1 (configuration not stated) | -6 | . | 1
CC(C)C(=O)NCc1nc2c(cnn2-c2ccccc2)c(=O)[nH]1 | -2 | . | 0
CCN(CC)C(=O)[C@@H]1C[C@H](N)CN1C(=O)Cc1ccc(SC)cc1 | -4 | -11 | 1
OC(Cc1ccccc1)CN(Cc1ccccc1F)CC1CC(c2ccccc2)=NO1 (configuration not stated) | -4 | -4 | -3

Later entries.
Molecule | hcGAS inh | mcGAS lum | NPYLR7 agonist
CSc1nnc(C)c(=O)n1COC(=O)c1ccccc1 | -3 | -1 | 2
COc1ccc(COn2c(=O)c(-c3ccccc3Cl)[n+]([O-])c3ccccc32)cc1 | -3 | . | 3
CC1(C(=O)NS(=O)(=O)c2cccs2)CCN1C(=O)Cc1ccccc1 (configuration not stated) | -5 | . | 0
Cc1ccc(-c2ccnc(N3CCOC(C(F)(F)F)C3)n2)c(C)n1 (configuration not stated) | -2 | -13 | .
COc1ccccc1-c1onc(C)c1C(=O)NCCc1cccc(Cl)c1 | -6 | -9 | 6
Cc1noc(C)c1Cn1c(C)c(C(=O)NCc2ccc([N+](=O)[O-])cc2)sc1=O | -7 | . | 34
CSCc1cc(C(=O)Nc2ccc(CC(N)=O)cc2)ccc1F | -2 | . | 3
Cc1ccc(Cc2nsc(N(CC(=O)N3CCN(Cc4ccc5c(c4)OCO5)CC3)Cc3ccccc3)n2)cc1 | -2 | 0 | -15
CS(=O)(=O)NC1CCN(c2nc(-c3ccccc3)nc3c2CCC3)CC1 | -2 | -16 | 17
O=C(NCC1CCCCC1)C(C1CCCC1)N1CCN(C(=O)C2CC2)CC1 (configuration not stated) | 1 | -2 | -6
CCN(C(=O)CSc1ccc(C(=O)N2CCCC2)cn1)c1ccccc1C | -10 | . | -1
O=C(NCCNc1nc(-c2ccco2)nc2ccccc12)c1ccccc1Cl | -7 | -8 | -4
Cc1cc(C)cc(-c2nnc(SCc3cc(C)on3)o2)c1 | -5 | . | 1
COc1ccc(OC)c(CN2CCCn3cccc3C2c2cc(F)c(F)cc2F)c1 (configuration not stated) | 2 | -2 | 9
Cc1ccc(CN2C(=O)c3ccccc3NC2c2ccc(OCC(N)=O)cc2)cc1 (configuration not stated) | -3 | -4 | 3

Next section.
Molecule | hcGAS inh | mcGAS lum | NPYLR7 agonist
O=C(NC1CC1)c1cccc(OS(=O)(=O)c2cccnc2)c1 | -3 | . | -2
COc1cccc(Cn2cccc2CN(CCN2CCOCC2)CC(O)COc2ccccc2)c1 (configuration not stated) | -9 | -9 | .
CCCc1nc2ccc(Cl)cn2c1Nc1c(C)cccc1C | -6 | -5 | 5
O=C(NN=Cc1cc(Br)ccc1O)c1ccccc1 | 0 | -3 | -5
CN1CCCC1CNC(=O)CCSc1ccc(Br)cc1 (configuration not stated) | -4 | . | 1
Cc1onc(-c2ccccc2Cl)c1C(=O)Nc1ccc(C(N)=O)cc1 | -5 | . | 0
COc1ccc(C)cc1NC(=O)CSc1nnc(COc2ccc3c(c2)CCCC3)o1 | -1 | -2 | -1
COCC(=O)N1CCC2(CCCN(Cc3cccc(OC)c3OC)C2)C1 (configuration not stated) | -6 | . | 7
CCc1nccc(CN2CCCC(c3n[nH]c(=O)n3-c3ccccc3)C2)n1 (configuration not stated) | -9 | . | 3
COc1cc(C)ccc1Oc1cc(N2CCN(C(=O)c3cccc([N+](=O)[O-])c3)C(C)C2)ncn1 (configuration not stated) | -4 | -6 | 13
COc1ccc2c(=O)c(-c3cscn3)coc2c1 | -2 | . | 6
Cc1ccc([N+](=O)[O-])cc1N1C(=O)C2C3C=CC(C4CC34)C2C1=O (configuration not stated) | -5 | -7 | -11
N#CCCN1CCN(C(=O)c2ccc(-c3cc(-c4ccc(Cl)cc4)[nH]n3)cc2)CC1 | -2 | 2 | -16
Cc1c(Br)c(C(F)(F)F)nn1CC(=O)N1CCCCCC1 | -3 | -6 | -2
OC(c1ccccc1)c1ncc(-c2ccc(Oc3ccccc3)cc2)[nH]1 (configuration not stated) | -12 | . | -2

More results
Molecule | hcGAS inh | mcGAS lum | NPYLR7 agonist
COc1ccccc1-n1nc(C(C)C)nc1Cc1cc(C)no1 | -2 | . | 5
Cc1ccc(N2C(=O)CSC2c2ccccn2)cc1F (configuration not stated) | -7 | . | -5
N#Cc1ccc2c(c1)N(CCCN1CCC(O)CC1)c1ccccc1S2 | -2 | . | 2
CCOC(=O)CCC(=O)Nc1ccccc1C1SCC(=O)N1c1ccc(OC)cc1OC (configuration not stated) | -2 | -8 | .
COc1cccc(C(=O)N2CCC(n3c(=O)oc4ccc(C(C)(C)C)cc43)CC2)c1 | -4 | -6 | -9
CN1CCOC(CCNC(=O)C2(N3CCCCC3)CCCCC2)C1 (configuration not stated) | -19 | -5 | .
COc1cccc(C(=O)Nc2nnc(Cc3ccccc3F)s2)c1 | -2 | -6 | -9
CN1CCN(Cc2nc3c(c(=O)n(C)c(=O)n3C)n2Cc2c(Cl)cccc2Cl)CC1 | -6 | -7 | 1
CCOC(=O)C1CCCN(C(=O)CC2CSc3nc4c(c(=O)n32)CCCC4)C1 (configuration not stated) | -4 | . | -3
O=C(NCCCC(=O)N(CCCO)CC1CC1(c1ccccc1)c1ccccc1)OCc1ccccc1 (configuration not stated) | -2 | 1 | -8
Cc1cc(CS(=O)(=O)CC(=O)NC2CC2)on1 | -7 | . | 2
CCOC(=O)[C@H]1C[C@]2(CCCCN(C)C2=O)N(C(=O)c2ccccc2)[C@H]1c1ccccc1 | 3 | -5 | 3
O=C(CCCSc1ccc(NC(=O)C2CC2)nn1)NCC1CCCO1 (configuration not stated) | -7 | -8 | -1
CC(C)N(C)S(=O)(=O)c1ccc(NC(=O)Cn2nnc3ccccc32)cc1 | -2 | . | 0
COc1ccccc1/C=N\N=C1/NC(=O)C(CC(=O)Nc2cccc(C(C)=O)c2)S1 (configuration not stated) | -10 | . | 10

The results go on:
Molecule | hcGAS inh | mcGAS lum | NPYLR7 agonist
Cc1cc(Oc2ccc([N+](=O)[O-])cc2)nc(SCc2c(F)cccc2F)n1 | -7 | -6 | 23
CC1CCCN(Cc2nc3c(c(=O)n(C)c(=O)n3C)n2CCN2CCOCC2)C1 (configuration not stated) | -4 | . | 0
COc1ccc(CN2CC[C@@]3(O)CCCC[C@H]3C2)cc1C(=O)O | -5 | . | 8
COC(=O)c1csc(S(=O)(=O)N2CCNCC2)c1 | -2 | -1 | 2
O=c1[nH]nc(CCn2ccnc2-c2ccc(-n3ccnc3)cc2)[nH]1 | -7 | -18 | 16
CN[C@@H](C)C(=O)N[C@H](C(=O)N1CCC[C@H]1C(=O)Nc1snnc1-c1ccccc1)C1CCCCC1 | -4 | -8 | 0
Nc1nccn1Cc1ccc(Br)cc1 | -4 | . | 2
Cc1cc(C)n(CC(=O)N(C)CC2(C)CCOCC2)n1 | -9 | -5 | .
COc1nc2c(cc1C(=O)N1CCCC3(CCNCC3)CC1)CCC2 | -5 | -6 | .
O=C(CSc1nnc(C2CC2)n1C1CC1)c1ccc[nH]1 | 3 | . | -1
COCCN(Cc1nc2ccccc2o1)C(=O)c1cccc(C#N)c1 | -4 | -11 | 23
CCN(C(=O)Cn1cc(C2CC2)nn1)c1ccc(C)cc1C | 10 | . | -3
CN1C(=S)N(CCCN2CCOCC2)C(=O)/C1=C\c1ccc[nH]1 | 2 | 3 | -12
CCOC(=O)CCCSc1nnc(-c2ccc(OC)cc2)n1-c1ccc(Cl)c(Cl)c1 | -10 | -5 | 7
Cc1cc(CN(C)C(=O)CC23CC4CC(CC(C4)C2)C3)ccn1 | 2 | -4 | -4

Following part
Molecule | hcGAS inh | mcGAS lum | NPYLR7 agonist
c1ccc2c(N3CC(c4ccncc4)C3)nccc2c1 | -2 | -16 | 1
O=C(CSc1ccc2nnc(-c3ccncc3)n2n1)Nc1ccccc1C(F)(F)F | -6 | -5 | -3
CC(C)(C(=O)c1ccccc1)/[N+]([O-])=C/c1ccccc1F | -7 | . | -17
CC(c1ccccc1)N1CCN(S(=O)(=O)c2ccc(Cl)s2)CC1 (configuration not stated) | 4 | . | 0
CN(C)C=NC=C(C#N)c1nc(-c2ccc(Cl)cc2)cs1 | 2 | 2 | 2
C=CCN(Cc1ccccc1C)Cc1cccnc1NC | -6 | -13 | -1
Cn1cc(NC(=O)Nc2ccccc2)c2ccccc21 | -5 | -9 | 0
Cc1ccc(Cc2nc(N3CCCN(Cc4ccco4)CC3)c3c(C)nn(-c4ccccc4)c3n2)cc1 | 4 | 0 | -2
Cc1ccccc1OCCCn1c(CO)nc2ccccc21 | -12 | -3 | 1
O=C1CSC(=NC(=O)NC2CCCCC2)N1 | -7 | . | -1
O=P1(NCc2ccccc2)C=C(c2ccccc2)SC(c2ccccc2)=C1 | -2 | -4 | 2
CC1CN(C(=O)Cn2cc(SCC(=O)NCc3ccccc3)c3ccccc32)CC(C)O1 (configuration not stated) | -3 | -6 | -5
CCCN(Cc1ccccc1O)C(=O)Nc1cccc(C(C)OC)c1 (configuration not stated) | -9 | . | 5
O=C1CN(NC(=O)COc2ccc(-c3ccccc3)cc2Cl)C(=O)N1 | -10 | . | -6
CCn1c(SCc2ccc(C(=O)N3CCOCC3)cc2)nnc1-c1ccncc1 | -3 | 0 | -8

(continued)
Molecule | hcGAS inh | mcGAS lum | NPYLR7 agonist
CCc1nnc(NC(=O)C(C)N2CCC(O)(Cn3ccnc3)CC2)s1 (configuration not stated) | -7 | -7 | 4
CC(C(=O)NCCCOc1cccc([N+](=O)[O-])c1)c1cccc(C(=O)c2ccccc2)c1 (configuration not stated) | -8 | -5 | -10
Cc1ccc(COC(=O)c2ccc3c(c2)C(=O)N(Cc2ccco2)C3=O)cc1 | -3 | -6 | 1
Cc1ccn(-c2n[nH]c(C)c2[N+](=O)[O-])n1 | -1 | . | 0
